High-throughput results (PubChem BioAssay)
NR1D1 modulator = modulates human Rev-erb alpha binding to DNA. Rev-erbα–FITC-DNA binding, fluorescence polarization, 90 min. activity, % at 10 µM. AID 1259318. P20393. 0.79% of 370,000 active;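 active means activity above about 14%, limit read from the data; passing the limit was not always enough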;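 further: 0% = DMSO wells with 35 nM protein and 100% = DMSO wells with 750 nM protein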
Target sequence (P20393 whole entry, looked up): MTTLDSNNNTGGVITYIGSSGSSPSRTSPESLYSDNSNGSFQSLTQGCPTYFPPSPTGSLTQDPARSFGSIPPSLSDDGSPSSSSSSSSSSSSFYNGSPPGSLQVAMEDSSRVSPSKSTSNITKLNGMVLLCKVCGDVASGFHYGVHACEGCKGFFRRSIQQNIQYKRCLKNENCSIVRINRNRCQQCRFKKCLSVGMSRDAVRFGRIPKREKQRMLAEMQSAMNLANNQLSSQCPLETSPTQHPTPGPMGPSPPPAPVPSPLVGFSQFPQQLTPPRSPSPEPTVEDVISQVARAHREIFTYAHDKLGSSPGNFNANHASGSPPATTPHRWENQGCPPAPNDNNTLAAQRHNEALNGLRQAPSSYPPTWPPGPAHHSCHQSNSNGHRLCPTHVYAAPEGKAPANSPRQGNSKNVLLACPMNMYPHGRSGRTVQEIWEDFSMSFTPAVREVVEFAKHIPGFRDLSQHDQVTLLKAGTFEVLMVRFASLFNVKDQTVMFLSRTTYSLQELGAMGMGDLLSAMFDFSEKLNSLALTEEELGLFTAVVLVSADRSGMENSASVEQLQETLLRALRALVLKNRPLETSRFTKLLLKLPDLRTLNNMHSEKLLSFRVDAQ
PG9 binder = binds the HIV-1 gp120 antibody PG9 | TR-FRET gp120-PG9 antibody binding | inhibition, % at 6.7 µM | 0.43% of 360,000 active; in the data active means inhibition above about 8.5%
rCAG RNA binder = molecules binding r(CAG) RNA repeats. r(CAG) RNA repeat, TO-PRO-1 dye displacement fluorescence. 1.3% of 370,000 active. AID 651821. inhibition, % at 3 µM;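 active means inhibition above the plate cutoff, the mean of all test compounds on that plate plus 3 SD, cut at about 35% in these data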;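 further: 0% = DMSO alone and 100% = 100 µM mitoxantrone as full dye displacement; higher means more dye released from RNA so lower well fluorescence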
PRMT1 FP inh = inhibitors of human PRMT1. Q99873. recombinant PRMT1, activity-based probe fluorescence polarization. inhibition, % at 2.79 µM. 1.3% of 370,000 active. AID 652257;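 active means inhibition above about 21% made by adding two undisclosed values, limit read from the data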
LEDGF integ inh = blocks HIV-1 LEDGF/p75-dependent DNA integration; TR-FRET IN-LEDGF/p75 DNA integration, Eu/Cy5; inhibition, % at 3.7 µM; 0.64% of 370,000 active;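 active means inhibition above the screen-wide mean plus 3 SD, cut at about 13% in these data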;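 further: signal is the Cy5 over europium emission ratio at 671 and 618 nm; 0% = plate median of compound wells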
TCR CD3 inh = human TCR-CD3 binding inhibition; 0.37% of 360,000 active; inhibition, % at 9.4 µM; TAMRA-labeled TCR probe fluorescence, biochemical; in the data active means inhibition above about 19%;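 further: recombinant mutant TCR 2C K166C tagged with TAMRA read by polarization; 0% = receptor in buffer alone and 100% = receptor with positive control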
HTRA1 inh = HTRA1 (human) protease inhibition; 0.5% of 340,000 active; inhibition, % at 5.96 µM; recombinant HTRA1, FP-rhodamine activity-based probe, fluorescence polarization; Q92743; in the data active means inhibition above about 36%;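 further: 0% = enzyme with DMSO and 100% = wells lacking enzyme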
mABHD4 FP = inhibitors of mouse ABHD4; 0.54% of 370,000 active; AID 720543; inhibition, % at 8.92 µM; purified mABHD4, FP-Rh probe fluorescence polarization;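 active means inhibition exceeding the mean over every tested compound plus 3 SD, cut at about 30% in these data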;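 further: 0% = plate median of compound wells and 100% = S159A mutant with DMSO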
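Assay system: wild-type mouse ABHD4 protein; compound: single nominal dose of 8.92 µM, 0.89% DMSO final; schedule: 45 min + 60 min at 25 °C; measured by: FP readout, ex 525 nm / em 598 nm; evaluation: % inhibition of FP-Rh probe binding versus controls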
UHRF1 MBD2 ctr = human UHRF1 methylated DNA binding inhibitors; AID 687016; 0.75% of 370,000 active; inhibition, % at 4.4 µM; UHRF1 binding to methylated oligo, TR-FRET; in the data active means inhibition above about 21%;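 further: UHRF1 SRA domain binding a hemimethylated CpG hairpin DNA probe; 0% = median of test compound wells and 100% = reference inhibitor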
MBD2 DNA inh = inhibitors of human MBD2 binding to methylated oligonucleotide; TR-FRET; 0.31% of 370,000 active; inhibition, % at 4.4 µM; Q9UBB5; in the data active means inhibition above about 13%
Target sequence (Q9UBB5 whole entry, looked up): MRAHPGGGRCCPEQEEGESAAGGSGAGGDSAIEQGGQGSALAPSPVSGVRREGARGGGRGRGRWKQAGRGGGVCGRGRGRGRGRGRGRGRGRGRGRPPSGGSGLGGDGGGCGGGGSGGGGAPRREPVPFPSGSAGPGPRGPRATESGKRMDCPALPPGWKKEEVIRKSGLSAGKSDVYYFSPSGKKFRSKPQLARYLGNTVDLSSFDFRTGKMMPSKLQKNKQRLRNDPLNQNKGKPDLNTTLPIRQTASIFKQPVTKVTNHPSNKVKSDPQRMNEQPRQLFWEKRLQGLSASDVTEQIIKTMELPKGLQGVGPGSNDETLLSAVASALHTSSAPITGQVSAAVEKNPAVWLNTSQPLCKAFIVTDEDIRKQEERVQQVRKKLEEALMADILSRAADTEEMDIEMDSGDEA
An asterisk follows results filed as active; nt = no result given. Some of the compounds tested; count on the stated rates, not on these rows.

SMILES | NR1D1 modulator | PG9 binder | rCAG RNA binder | PRMT1 FP inh | LEDGF integ inh | TCR CD3 inh | HTRA1 inh | mABHD4 FP | UHRF1 MBD2 ctr | MBD2 DNA inh
O=C(NCC1COc2ccccc2O1)c1ccc(NC(=O)c2cccc(F)c2F)cc1 (stereo unspecified) | -4 | nt | 2 | 3 | -2 | nt | nt | 5 | 1 | -4
COc1ccc(C(CNC(=O)c2ccc(S(=O)(=O)N3CCOCC3)cc2)N2CCCCC2)cc1 (stereo unspecified) | 1 | 2.1 | -4 | 2 | 3 | 0 | 1 | -11 | 15 | 5
OCCCNc1ncnc2c1ncn2[C@H]1CN(Cc2ccc(Cl)cc2)C[C@@H](CO)O1 | -1 | 0.8 | -1 | 3 | 0 | 5 | nt | -3 | -1 | -6
COc1cc(-c2nc3cccc(C)n3c2NCC2CCCO2)ccc1O (stereo unspecified) | 1 | -6.0 | -1 | -3 | 0 | 6 | 9 | 3 | 16 | 1
COc1ccc(CN2C(=O)c3ccccc3C2C(=O)NC2CCCC2)c(OC)c1 (stereo unspecified) | 5 | 1.2 | 1 | 1 | 2 | -4 | -10 | 5 | 0 | -1
COc1cc(NC2c3ncccc3C(=O)N2Cc2ccco2)cc(OC)c1 (stereo unspecified) | -3 | -5.7 | 3 | 4 | 3 | 2 | 0 | 0 | 1 | 4
COc1ccc(-c2cc(-c3nnc(SCC(=O)Nc4nccs4)n3N)[nH]n2)cc1 | -12 | nt | 3 | -6 | -1 | nt | nt | -4 | 1 | 3
CN1CCCc2cc3c(C(F)(F)F)cc(=O)oc3nc21 | 0 | 5.0 | -5 | 18 | -1 | 4 | -5 | 2 | -3 | 2
CC(=O)Nc1ccc(Nc2cc(C(C)C)nc3c(-c4ccccc4)c(C)nn23)cc1 | -7 | 0.8 | 4 | -1 | -4 | -5 | -1 | -12 | 2 | 6
CCN(CC)c1ccc(/C=N/NC(=O)c2ccco2)cc1 | -1 | -13 | 1 | 0 | -2 | 5 | 4 | -1 | -2 | 0
N#CCCn1cc(/C=N/NC(N)=S)c(-c2ccccc2)n1 | 4 | -1.4 | 0 | -1 | 4 | 1 | 2 | -2 | -1 | 0
COc1cc2c(cc1NC(=O)/C=C/c1ccccc1)oc1ccccc12 | 0 | -0.3 | 17 | 0 | -4 | 2 | -72 | -4 | -1 | 6
CCn1c(/C=C2/C(=O)N(C)c3ccccc32)nc2ccccc2c1=O | -4 | -0.4 | -2 | -3 | 0 | 6 | 4 | -1 | -1 | 2
O=C1CCCC2=C1C(c1ccccc1O)C1=C(CCCC1=O)O2 | 4 | -0.4 | 4 | 2 | 3 | -6 | 0 | 6 | -2 | 0
O=C(C(c1ccccc1)c1ccccc1)N1CCOCC1 | 1 | -1.6 | -4 | -3 | 2 | -10 | 7 | 6 | 1 | 1
O=C(CCCn1c(=O)[nH]c2ccsc2c1=O)NC1CCCCC1 | -9 | -0.8 | 0 | -3 | -1 | 12 | 6 | 2 | -1 | -3
Oc1c(/C=C/C=C/C=Nc2ccccc2)sc(=S)n1Cc1ccccc1 | 3 | -1.1 | 46* | 15 | 0 | -30 | nt | -20 | -3 | 2
COc1cc(-n2c(N)c(C(=O)NCc3ccco3)c3nc4ccccc4nc32)cc(OC)c1OC | -2 | 2.5 | 15 | 0 | -2 | 1 | -5 | -5 | -2 | -1
CN1CCCN(c2ncnc3scc(-c4ccc(F)cc4)c23)CC1 | 1 | 0.1 | -5 | -1 | 0 | 6 | 7 | 5 | 7 | -6
Cc1ccc(-n2nc3c(c2NC(=O)c2ccc4c(c2)OCO4)CS(=O)(=O)C3)cc1 | 1 | -1.8 | 2 | 0 | -1 | 4 | 0 | 0 | -1 | 0

4 of the entries above in order of their number in LEDGF integ inh, highest first:
compound	NR1D1 modulator	PG9 binder	PRMT1 FP inh	LEDGF integ inh	TCR CD3 inh	HTRA1 inh	mABHD4 FP	UHRF1 MBD2 ctr	MBD2 DNA inh
O=C1CCCC2=C1C(c1ccccc1O)C1=C(CCCC1=O)O2	4	-0.4	2	3	-6	0	6	-2	0
O=C(C(c1ccccc1)c1ccccc1)N1CCOCC1	1	-1.6	-3	2	-10	7	6	1	1
Oc1c(/C=C/C=C/C=Nc2ccccc2)sc(=S)n1Cc1ccccc1	3	-1.1	15	0	-30	nt	-20	-3	2
COc1cc(-n2c(N)c(C(=O)NCc3ccco3)c3nc4ccccc4nc32)cc(OC)c1OC	-2	2.5	0	-2	1	-5	-5	-2	-1

(more compounds)
SMILES | NR1D1 modulator | PG9 binder | rCAG RNA binder | PRMT1 FP inh | LEDGF integ inh | TCR CD3 inh | HTRA1 inh | mABHD4 FP | UHRF1 MBD2 ctr | MBD2 DNA inh
Cc1ccc(C)c(N(CC(=O)NCc2ccccc2)C(=O)c2csnn2)c1 | 8 | 0.1 | -2 | 0 | -2 | 1 | -1 | 3 | -1 | 2
Cc1ccc(NC(=O)Nc2cccnc2)cc1 | -6 | -2.3 | 1 | 3 | 2 | -5 | 1 | -3 | 4 | 4
COc1ccc(NCC(=O)N/N=C/C2CCCCC2)cc1 | -6 | -0.4 | 5 | 0 | -2 | 0 | 4 | 14 | -2 | -3
O=C(CSc1ccccc1F)NC1CCS(=O)(=O)C1 (stereo unspecified) | 2 | -3.5 | -1 | -1 | 8 | -6 | 4 | -9 | 3 | -4
COc1ccc(CCNC(=O)C23CN(Cc4ccccc4)CC2C(c2cccc([N+](=O)[O-])c2)=NO3)cc1 (stereo unspecified) | -1 | 2.4 | -2 | -1 | 0 | 6 | -16 | 1 | -2 | -4
CCCCCCn1c(=O)n2n(c1=O)[C@@H]1CN(S(=O)(=O)c3ccc(C)cc3)C[C@]1(O)[C@@H](OC(=O)Nc1cccs1)C2 | -7 | 0.0 | 9 | 6 | 1 | 8 | -27 | 1 | 0 | -2
O=C(Nc1nnc(SCc2ccccc2Cl)s1)c1cccc([N+](=O)[O-])c1 | 3 | 0.1 | 20 | -1 | 2 | 0 | -3 | 1 | -4 | -3
CCN(CC)c1nc(Oc2ccc(=O)[nH]n2)nc(N2CCOCC2)n1 | 3 | -1.4 | 1 | 1 | -1 | 2 | -1 | -10 | 6 | 7
CCOc1ccc(N2C(=O)S/C(=C\c3ccc(O)c(OC)c3)C2=O)cc1 | 5 | -0.5 | 9 | -2 | 1 | -1 | -2 | 4 | -3 | -6
COc1ccc(C(=O)Nc2ccccc2C(=O)N2CCOCC2)cc1 | 0 | 0.9 | 2 | 6 | -2 | 0 | 0 | 2 | 5 | -2
COCCn1c(C2CCCCC2)nc2sc3ccccc3c(=O)c2c1=O | -4 | -1.9 | -4 | 0 | -1 | -4 | -8 | 2 | 0 | 6
O=c1[nH]c2ccccc2n2c(-c3ccncc3)nnc12 | -3 | -2.5 | 5 | 1 | -3 | 6 | 6 | 8 | -4 | 1
CCOC(=O)CCCSc1nc2sc(C)c(C)c2c(=O)[nH]1 | 4 | 1.5 | 1 | -2 | -1 | -7 | -1 | 0 | 1 | -1
CC(=O)NC(c1ccccc1)c1c(O)ccc2ccccc12 (stereo unspecified) | 2 | 0.1 | 0 | -1 | 2 | 4 | -7 | -7 | -2 | 1
CCOc1cc(CNCCc2c[nH]c3ccccc23)cc(Cl)c1OCC(N)=O | 3 | -2.6 | -5 | -1 | 5 | 2 | 13 | 1 | 0 | 1
O=c1c(-c2nc3ccccc3s2)cccn1Cc1ccc(Cl)c(Cl)c1 | -1 | 0.9 | -1 | -5 | 1 | 8 | -2 | -4 | 0 | 4
Cc1ccc(S(=O)(=O)N2CCCN(C(=O)c3ccc(-n4cccn4)cc3)CC2)cc1 | 4 | 2.0 | 5 | 2 | 2 | 1 | 2 | -2 | 16 | 6
COCc1cc(C)nc2sc(C(=O)N3CCN(c4ccccc4)CC3)c(N)c12 | -4 | -0.9 | 3 | -2 | -3 | 7 | -6 | 9 | -2 | -4
CCOC(=O)Nc1ccc2c(COC(=O)CN(C)S(=O)(=O)c3ccc(C)cc3)cc(=O)oc2c1 | 46* | 4.1 | 2 | -3 | 2 | 0 | 2 | 4 | -1 | 0
CCOc1cccc2sc(=NC(=O)CCS(=O)(=O)c3ccccc3)n(CC)c12 | 2 | -2.2 | -2 | 8 | -6 | -1 | -1 | -11 | 5 | 7
CCOc1ccc(NC(=O)NNC(=O)COc2ccc3ccccc3c2)cc1 | 4 | -3.3 | 1 | -2 | -3 | -5 | 1 | 3 | 1 | 2
COC(=O)[C@]1(Cc2ccccc2)N[C@H](CN(C)S(=O)(=O)c2ccc(C(C)(C)C)cc2)[C@@H]2C(=O)N(C)C(=O)[C@@H]21 | -5 | 1.8 | 1 | 4 | -2 | 2 | 5 | 4 | -1 | -6
CN(CC(=O)Nc1ccc(Cl)cc1)C(=O)CCc1nc2sc3c(c2c(=O)[nH]1)CCCC3 | 8 | 7.0 | 16 | 6 | -3 | -1 | -12 | -1 | 7 | -1
CC1CCC(NC(=O)C(NC(=O)c2ccccc2)C(C)C)CC1 (stereo unspecified) | -1 | -0.8 | -6 | 3 | 1 | 6 | -10 | -7 | 8 | 5
O=C(c1ccco1)N1CCN(C(c2cccs2)c2sc3ncnn3c2O)CC1 (stereo unspecified) | 2 | 1.6 | 3 | 6 | 2 | 0 | -1 | -4 | -1 | -1
O=C1CC(N2CCSCC2)C(=O)N1c1ccc(F)cc1 (stereo unspecified) | 1 | 0.0 | -2 | 2 | 0 | -3 | -6 | -3 | -1 | 2
COc1ccc(CCNC(=O)CSc2nnnn2Cc2ccc3c(c2)OCO3)cc1OC | 1 | 2.5 | -3 | 3 | 0 | -6 | 3 | 8 | 3 | -2
CC1Cc2ccccc2N1C(=O)CN1CCN(Cc2ccccc2)CC1 (stereo unspecified) | 0 | 0.2 | -5 | 4 | 4 | -1 | -1 | 4 | 4 | -3
FC(F)(F)c1cccc(N2CCC(N=CN3CCCCCC3)=N2)c1 | 0 | -8.6 | -4 | -1 | -2 | 6 | 8 | 9 | 1 | -4
O=C(c1ccc(N2C(=O)C3C4CC(C(Br)C4Br)C3C2=O)cc1)N1CCCCC1 (stereo unspecified) | -2 | -4.5 | -6 | -1 | 2 | 4 | 1 | 2 | 0 | -3
Cn1c(-c2cccc(Br)c2)cnc1NCc1ccccc1O | -3 | -1.0 | 1 | -1 | -6 | -1 | 7 | 5 | 0 | -2
Cc1ccc(C(=O)O/N=C\c2ccc(N3CCCCC3)c([N+](=O)[O-])c2)cc1 | -6 | 0.4 | 5 | -2 | 0 | 8 | -6 | 1 | 0 | -2
CN(C)/C=N/c1ncn(-c2ncc(C(F)(F)F)cc2Cl)n1 | -3 | -0.3 | -1 | -2 | 17* | 11 | -3 | -4 | -1 | -5
CCN(CC)CC(C)OC(=O)COc1ccc(OC)cc1 (stereo unspecified) | -5 | 1.7 | -1 | -3 | 3 | 11 | -1 | 0 | 24* | -3
O=C(COc1ccc(/C=N/NS(=O)(=O)c2ccccc2)cc1)NCCc1ccccc1 | -4 | 1.7 | 12 | 5 | -1 | 7 | 4 | 1 | -1 | -2
COc1cc(N)c2ncccc2c1OC | -1 | -3.7 | 1 | -2 | 27* | -2 | 6 | 15 | 0 | -9
CCCOc1ccc(OCCN2CCCC(C)C2)cc1 (stereo unspecified) | 0 | -2.5 | -1 | -3 | 4 | 0 | 1 | 15 | 3 | 1
Cc1ccc(-n2nnnc2SC(C)C(N)=O)c(C)c1 (stereo unspecified) | 1 | -0.4 | -3 | -3 | -4 | 8 | -1 | -4 | 1 | -2
CC(Nc1nc(N2CCN(CCO)CC2)nc2ccccc12)c1ccccc1 (stereo unspecified) | -8 | -0.5 | -8 | -4 | 1 | 1 | -12 | -3 | 0 | -4
